NCI-60 one-dose screen, 48 h, at 10 µM unless noted. Numbers give growth in % (100 = growth as untreated, 0 = no growth, -100 = all killed).
RPMI-8226 = RPMI-8226 leukemia cells; actives 7.5% (n = 77,000)
K-562 = K-562 leukemia; actives 7.4% (n = 78,000)
MOLT-4 = MOLT-4 leukemia cells; AID 1794779; actives 6.9% (n = 80,000)
HOP-62 = HOP-62 NSCLC; actives 3.9% (n = 80,000); AID 1794735
CCRF-CEM = CCRF-CEM leukemia; actives 7% (n = 77,000)
SR = SR leukemia cells | actives 8.7% (n = 73,000)
HOP-92 = HOP-92 NSCLC cells | actives 6.3% (n = 71,000)
MDA-MB-435 = MDA-MB-435 melanoma; actives 7.8% (n = 82,000); AID 1794794
* = called active by the depositor; & = joins results of further samples; [ ] = remark or other dose. Rule for the calls: active = growth percent below 10; inactive = the rest.

For CSc1nc(-c2ccc(F)cc2)c(C#N)c(N2CCOCC2)n1 the results were RPMI-8226 89, K-562 93, MOLT-4 87, HOP-62 97, CCRF-CEM 81, SR 86, HOP-92 74 and MDA-MB-435 105.
`O=S(=O)(O)c1ccc(Sc2ccc(S(=O)(=O)O)cc2)cc1` gave RPMI-8226 99, K-562 114, MOLT-4 96, HOP-62 92, CCRF-CEM 75, SR 95, HOP-92 87 and MDA-MB-435 107.
Cc1ccc(NS(=O)(=O)c2ccc(-c3cnc(C4CC4)o3)cc2)cc1C(F)(F)F was read as RPMI-8226 55, HOP-62 61, CCRF-CEM 57, SR 29, HOP-92 83 and MDA-MB-435 -4.0*.
Cc1nc(Nc2cccc(N)c2)c2ccccc2n1 was read as K-562 103, MOLT-4 105, HOP-62 111, CCRF-CEM 108, SR 105, HOP-92 110 and MDA-MB-435 111.
For Nc1nc(N)nc(-c2cccc([N+](=O)[O-])c2)n1 the results were RPMI-8226 85, MOLT-4 90, HOP-62 122, CCRF-CEM 92, SR 94 and MDA-MB-435 116.
For O=C1/C(=C/c2ccc(OCc3cccc(F)c3)cc2)Oc2cc(O)ccc21 the results were RPMI-8226 97, K-562 51, MOLT-4 80, HOP-62 52, CCRF-CEM 90, HOP-92 93 and MDA-MB-435 87.
N#C/C(=C\c1ccncc1)c1ccccc1 was read as RPMI-8226 119, K-562 92, MOLT-4 125, HOP-62 109, CCRF-CEM 106, SR 110, HOP-92 87 and MDA-MB-435 85.
Nc1nc(Cl)c2c(C(F)(F)F)cn(CC3CCNCC3)c2n1 was read as RPMI-8226 84, MOLT-4 46, HOP-62 103, CCRF-CEM 52, SR -39*, HOP-92 58 and MDA-MB-435 76.
`CCN(CCCc1ccccc1)CCCc1ccccc1` gave RPMI-8226 100, K-562 107&86, MOLT-4 117, HOP-62 98&94, CCRF-CEM 100&88, SR 117, HOP-92 96&66 and MDA-MB-435 96.
CCOC(=O)c1csc(NC(=O)c2ccc(Nc3ccccc3)c([N+](=O)[O-])c2)n1 was read as RPMI-8226 102, K-562 110, MOLT-4 106, HOP-62 100, CCRF-CEM 100, SR 111, HOP-92 86 and MDA-MB-435 103.
`Clc1ccc2nc3nc4ccc[nH]c4cc3c2c1` gave RPMI-8226 65, MOLT-4 81, HOP-62 90, CCRF-CEM 71, SR 40, HOP-92 105 and MDA-MB-435 103.
For Fc1ccc(Nc2nc(-c3ccncc3)cs2)cc1 the results were RPMI-8226 75, K-562 77, MOLT-4 81, HOP-62 99, CCRF-CEM 74, SR 70, HOP-92 63 and MDA-MB-435 106.
CC(C)COC(=O)c1ccc(NC(=O)CNCc2ccccc2)cc1 was read as RPMI-8226 96, K-562 90, MOLT-4 76, HOP-62 95, CCRF-CEM 103, SR 92, HOP-92 85 and MDA-MB-435 103.
COc1ccc2[nH]c(=O)c(C3C4=C(CC(C)(C)CC4=O)Nc4nc(N)nc(N)c43)cc2c1 (stereo not given) was read as RPMI-8226 98, K-562 115, MOLT-4 101, HOP-62 94, CCRF-CEM 96, SR 95, HOP-92 73 and MDA-MB-435 106.
Screening COc1ccc(/C=C(/C(=O)O)c2ccc(OC)cc2)cc1 returned K-562 100, MOLT-4 105, HOP-62 105, CCRF-CEM 109, SR 103, HOP-92 96 and MDA-MB-435 92.

Ordered by SMILES length (low to high): some entries from above.
N#C/C(=C\c1ccncc1)c1ccccc1 was read as RPMI-8226 119, K-562 92, MOLT-4 125, HOP-62 109, CCRF-CEM 106, SR 110, HOP-92 87 and MDA-MB-435 85.
`CCN(CCCc1ccccc1)CCCc1ccccc1` gave RPMI-8226 100, K-562 107&86, MOLT-4 117, HOP-62 98&94, CCRF-CEM 100&88, SR 117, HOP-92 96&66 and MDA-MB-435 96.
Cc1nc(Nc2cccc(N)c2)c2ccccc2n1 was read as K-562 103, MOLT-4 105, HOP-62 111, CCRF-CEM 108, SR 105, HOP-92 110 and MDA-MB-435 111.
`Clc1ccc2nc3nc4ccc[nH]c4cc3c2c1` gave RPMI-8226 65, MOLT-4 81, HOP-62 90, CCRF-CEM 71, SR 40, HOP-92 105 and MDA-MB-435 103.
Screening COc1ccc(/C=C(/C(=O)O)c2ccc(OC)cc2)cc1 returned K-562 100, MOLT-4 105, HOP-62 105, CCRF-CEM 109, SR 103, HOP-92 96 and MDA-MB-435 92.
Nc1nc(Cl)c2c(C(F)(F)F)cn(CC3CCNCC3)c2n1 was read as RPMI-8226 84, MOLT-4 46, HOP-62 103, CCRF-CEM 52, SR -39*, HOP-92 58 and MDA-MB-435 76.
COc1ccc2[nH]c(=O)c(C3C4=C(CC(C)(C)CC4=O)Nc4nc(N)nc(N)c43)cc2c1 (stereo not given) was read as RPMI-8226 98, K-562 115, MOLT-4 101, HOP-62 94, CCRF-CEM 96, SR 95, HOP-92 73 and MDA-MB-435 106.

Additional results follow:
Screening CCN1CCN(CC(=O)Nc2nc3ccc([N+](=O)[O-])cc3s2)CC1 returned RPMI-8226 104, K-562 99, MOLT-4 99, HOP-62 106, CCRF-CEM 102, SR 110, HOP-92 93 and MDA-MB-435 99.
`CCCCCCCCCCCc1nc(-c2cc(OC)c(OC)c(OC)c2)no1` gave RPMI-8226 96, K-562 95, MOLT-4 103, HOP-62 96, CCRF-CEM 105, SR 93 and MDA-MB-435 99.
CCC(C)c1ccc(OCC(C)OC(=O)Cc2ccccc2)cc1 (stereo not given) was read as K-562 87, MOLT-4 95, HOP-62 99, CCRF-CEM 90, SR 93, HOP-92 91 and MDA-MB-435 103.
For COc1cc(-c2ccc3c(=O)n(C)c(=O)n(C)c3n2)cc(OC)c1OC the results were RPMI-8226 95, K-562 78, MOLT-4 80, HOP-62 99, CCRF-CEM 97, SR 69, HOP-92 71 and MDA-MB-435 98.
`Cc1cc(C)n(-c2ccc([N+](=O)[O-])cc2[N+](=O)[O-])n1` gave RPMI-8226 101, K-562 95, MOLT-4 98, HOP-62 103, CCRF-CEM 97, SR 96 and MDA-MB-435 116.
Screening Cc1ccccc1OCc1nnc(-c2ccc(Oc3ccc(Cl)cc3Cl)cc2)o1 returned K-562 93, MOLT-4 94, HOP-62 90, CCRF-CEM 101, SR 86, HOP-92 69 and MDA-MB-435 102.
CC(=O)N1C(=S)NC(=O)C1Cn1c(-c2ccccc2)nc2ccccc21 (stereo not given) was read as RPMI-8226 97, K-562 101, MOLT-4 96, HOP-62 92, CCRF-CEM 97, HOP-92 97 and MDA-MB-435 100.
`Nc1c(C(=O)Nc2ccccc2)n(CCCN2CCOCC2)c2nc3c(cc12)CCCC3` gave RPMI-8226 100[8 µM], K-562 96[8 µM], MOLT-4 92[8 µM], HOP-62 87[8 µM], CCRF-CEM 100[8 µM], SR 93[8 µM], HOP-92 96[8 µM] and MDA-MB-435 108[8 µM].
Screening COc1cc(/C=C/C(=O)N2CCN(C(=O)/C=C/c3ccc(F)cc3)CC2)cc(OC)c1OC returned RPMI-8226 99, K-562 96, MOLT-4 93, HOP-62 113, CCRF-CEM 98, SR 84 and MDA-MB-435 114.
ClC1CCCCC12OCCO2 (stereo not given) was read as RPMI-8226 82, K-562 104, MOLT-4 97, HOP-62 107, SR 69, HOP-92 79 and MDA-MB-435 100.
O=C1C(C2=CCCCC2)CCCC1C1=CCCCC1 (stereo not given) was read as RPMI-8226 97, K-562 134, MOLT-4 101, HOP-62 102, CCRF-CEM 98, SR 104, HOP-92 101 and MDA-MB-435 98.
Screening N=c1c2c(N)n(-c3ccccc3)nc2nc2n1-c1ccccc1Sc1ccccc1-2 returned RPMI-8226 81, K-562 107, MOLT-4 98, HOP-62 98, CCRF-CEM 89, SR 80, HOP-92 70 and MDA-MB-435 113.
For COc1cc(/C=C/C(=O)c2ccc(NC(=O)CSc3nnc(-c4ccccc4)n3-c3ccccc3)cc2)cc(OC)c1OC the results were RPMI-8226 25, K-562 78, MOLT-4 85, HOP-62 115, CCRF-CEM 88, SR 65, HOP-92 120 and MDA-MB-435 95.
`CSc1nc(=O)n(CCc2ccc(Cl)cc2)c(=O)n1Cc1ccc(C(=O)O)cc1` gave RPMI-8226 93, K-562 117, MOLT-4 80, HOP-62 97, CCRF-CEM 97, SR 96 and MDA-MB-435 106.
For O=C1[O][Bi][O]c2ccccc21 the results were RPMI-8226 113, K-562 98, MOLT-4 116, HOP-62 105, CCRF-CEM 96, SR 108, HOP-92 72 and MDA-MB-435 99.

Structural class: the entries above containing a cyano group
For CSc1nc(-c2ccc(F)cc2)c(C#N)c(N2CCOCC2)n1 the results were RPMI-8226 89, K-562 93, MOLT-4 87, HOP-62 97, CCRF-CEM 81, SR 86, HOP-92 74 and MDA-MB-435 105.
N#C/C(=C\c1ccncc1)c1ccccc1 was read as RPMI-8226 119, K-562 92, MOLT-4 125, HOP-62 109, CCRF-CEM 106, SR 110, HOP-92 87 and MDA-MB-435 85.

Next structures:
`Cc1cc([N+](=O)[O-])cc(C)c1OC(=O)c1ccc(N=C(N)N)cc1` gave RPMI-8226 72, K-562 44, MOLT-4 50, HOP-62 86, CCRF-CEM 69, SR 53, HOP-92 50 and MDA-MB-435 84.
CC(C)(C)c1cc(/C=N/NC(=O)c2ccccc2NC(=O)c2ccco2)c(O)c(C(C)(C)C)c1 was read as RPMI-8226 38, K-562 43, MOLT-4 37, HOP-62 33, CCRF-CEM 26, SR 26, HOP-92 83 and MDA-MB-435 71.
COc1ccccc1NC(=O)C1CC(c2ccc(F)cc2)=NO1 (stereo not given) was read as RPMI-8226 97, K-562 95, MOLT-4 103, HOP-62 97, CCRF-CEM 104, SR 101, HOP-92 90 and MDA-MB-435 103.
`COc1cc(CNC(=O)c2ccc(Br)cc2)ccc1O` gave RPMI-8226 97, K-562 97, MOLT-4 97, HOP-62 95, CCRF-CEM 94, SR 102, HOP-92 92 and MDA-MB-435 101.
Screening OC(C/C(=N\N1CCCCC1)c1cccs1)(C(F)(F)F)C(F)(F)F returned RPMI-8226 104, K-562 100, MOLT-4 99, HOP-62 97, CCRF-CEM 103, SR 90, HOP-92 115 and MDA-MB-435 106.
O=c1oc2ccc3ccccc3c2cc1-c1ccnc2ncnn12 was read as MOLT-4 91, HOP-62 97, CCRF-CEM 104, SR 107, HOP-92 91 and MDA-MB-435 104.
COc1ccc(N2CC(c3nc4ccccc4o3)CC2=O)cc1 (stereo not given) was read as RPMI-8226 101, K-562 98, MOLT-4 94, HOP-62 85, CCRF-CEM 94, SR 89, HOP-92 105 and MDA-MB-435 95.
CN(C)c1ccc(/C=N/NC(=O)Cn2nc(-c3ccccc3)ccc2=O)cc1 was read as RPMI-8226 98, K-562 99, MOLT-4 108, HOP-62 104, CCRF-CEM 100, SR 103, HOP-92 116 and MDA-MB-435 107.
`O=S1(=O)OC2(CCCCC2)c2ccccc21` gave RPMI-8226 94, K-562 46, MOLT-4 56, HOP-62 106, CCRF-CEM 101, SR 94, HOP-92 75 and MDA-MB-435 93.
For CC/C(=C(/c1ccc(Cl)cc1)c1ccc(OCCN2CCCCCC2)cc1)c1ccccc1 the results were RPMI-8226 49, K-562 20, MOLT-4 69, HOP-62 103, CCRF-CEM 44, SR 6.9*, HOP-92 80 and MDA-MB-435 90.
Screening COc1ccc(-c2nsc3c2NC(=O)CC3c2cccc(OC)c2)cc1 (stereo not given) returned RPMI-8226 12, K-562 19, MOLT-4 32, HOP-62 39, CCRF-CEM 14, SR 24, HOP-92 50 and MDA-MB-435 -31*.
`O=C(O)C12C3CCC(O3)C1(C(=O)O)C1CCC2O1` (stereo not given) gave RPMI-8226 114, K-562 87, MOLT-4 68, HOP-92 105 and MDA-MB-435 105.
`COc1ccc(NC2CC(=O)N(c3c(C)cc(C)cc3C)C2=O)c(OC)c1` (stereo not given) gave RPMI-8226 82, K-562 94, MOLT-4 103, HOP-62 103, CCRF-CEM 103, SR 96, HOP-92 99 and MDA-MB-435 102.
`CN1CCCC(Nc2ccncc2CO)C1` (stereo not given) gave RPMI-8226 107, MOLT-4 99, HOP-62 95, CCRF-CEM 104, SR 110, HOP-92 104 and MDA-MB-435 102.
`CCN1CCN(c2cc(-c3cn[nH]c3-c3cc(C)cc(OC)c3)nc(-c3cccnc3)n2)CC1` gave RPMI-8226 86, K-562 22, MOLT-4 52, HOP-62 101, CCRF-CEM 85, SR 7.7* and MDA-MB-435 81.
